hERG WT inh: inhibitors of human wildtype KCNH2 potassium channel | Q12809 | U2OS, BacMam KCNH2, thallium flux FluxOr; active compounds read low | activity change, % at 1.84 µM | 340,000 compounds, 0.37% hits;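 active = maximum activity change below -70%; inconclusive = maximum activity change between -70% and -50%; inactive = maximum activity change above -50%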; note: % is set by controls: 0 for no effect and ±100 for the full control effect
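U2OS cells were transduced with wild-type KCNH2 virus (2.03 x 10^8 / mL) for 4 h at room temperature, then cultured overnight at 37 C. Thallium flux was read with FluxOr dye. Rate constants were normalized to DMSO controls.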
USP2a block: USP2a (human) protease inhibition. O75604. USP2 core, Ub-CHOP2 coupled fluorogenic reporter, 485/531. Potency, µM (titrated, usually from 38.3 µM), for inactives: top-dose activity change, negative = inhibition, hits mostly inhibitors. 330,000 compounds, 0.01% hits. AID 463254;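 note: potency is the fitted concentration of half-maximal effect; plate controls were DMSO wells for no effect and full inhibition by NEM control for full effect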
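Deubiquitinase activity read as fluorescence (485/531 nm) after Ub-CHOP2 cleavage activates the enterokinase reporter on its substrate; USP2 core 10nM, Ub-CHOP2 and substrate 25nM each, 30min compound preincubation then 60min RT; data normalized to NEM, curves fitted.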
A-T KAP1 phos: potential ataxia-telangiectasia treatment; […] A-T fibroblasts, KAP-1 phosphorylation AlphaLISA; neocarzinostatin DNA damage 30 min before lysis; Potency, µM (series often up to 57.5 µM), without a hit: at the top dose activation, actives largely listed as activators; 320,000 compounds, 0.19% hits; note: potency is the fitted concentration of half-maximal effect; % of control where 0% means no effect; nearly all actives have a fitted effect of over 45% in size
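hTERT-immortalized A-T patient fibroblasts ([…]), 500 cells/well in OPTI-MEM, 1% FBS, got compounds for 60 min, then NCS for 30 min at 37C. Lysates were then assayed for phospho-KAP-1 by AlphaLISA (anti-pKAP1 donor, anti-KAP1 acceptor beads), 6 hr at 25C.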
Eya2 phos inh: Eya2 (human) phosphatase inhibition; Potency, µM (titrated, usually from 76.9 µM), for the others: top-dose activity, negative = inhibition, most hits filed as inhibitors; recombinant Eya2, OMFP fluorescence dephosphorylation (OMFP is methylfluorescein phosphate); O00167; 330,000 compounds, 0.006% hits; note: potency is the fitted concentration of half-maximal effect; % is set by controls: 0 for no effect and ±100 for the full control effect
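Eya2 protein (added as 0.2 uM solution) was preincubated with compound for 10 min at ambient temperature in 50 mM HEPES pH 7.5, 50 mM NaCl, 5 uM MgCl2, 0.05% BSA, 1 mM DTT. OMFP (added at 50 uM) then reacted 10 min; fluorescence read at 485/525 nm.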
ELG1 DNA repair: ELG1-dependent DNA repair inhibition; 330,000 compounds, 2.3% hits; Potency, µM (titrated, usually from 46.1 µM), for inactives: at the top dose activity change, negative = inhibition, actives largely listed as inhibitors; HEK293T ELG1-luciferase reporter, luminescence, 16 h; DNA damage induced by 5-fluorouridine; note: potency is the fitted concentration of half-maximal effect; % is set by controls: 0 for no effect and ±100 for the full control effect; nearly all actives have a fitted effect of over 55% in size
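Reporter activity after DNA damage by 5-fluorouridine is monitored. Compound-treated cells incubate 16 hr at 37 °C, then ONE-Glo is added for 30 min before luminescence reading.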
TCR activator: T cell receptor activation; primary human leukocytes, anti-CD3, IL-2 HTRF, 48 h; Potency, µM (doses to about 9.22 µM), for inactives: at the top dose activation of IL-2 secretion, most hits filed as activators; 330,000 tested, under 10 active; AID 504894; note: % of control where 0% means no effect
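1) Mix primary human leukocytes, a-CD3 beads and compound. 2) Incubate 48 hr. 3) Add HTRF IL-2 reagents (a-IL-2-K, a-IL-2-d2).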
KCNH2 3.1 block: KCNH2 3.1 (human) potassium channel inhibition; U2OS KCNH2 3.1, thallium flux FluxOr; active compounds read low; activity change, % (tested at about 1.8 µM); 340,000 compounds, 0.95% hits;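 active = maximum activity change below -70%; inconclusive = maximum activity change from -70% to -50%; inactive = maximum activity change above -50%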;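 note: thallium influx rate constant from kinetic fluorescence after stimulation buffer; % is set by controls: 0 for no effect and ±100 for the full control effect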
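Normalized rate constant (relative to positive and negative DMSO controls) derived from a 2 min kinetic fluorescence read after stimulation; U2OS cells expressing the 3.1 isoform via virus at 1.77 x 10^8 /mL.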
TSHR antagonist: human thyrotropin receptor antagonism. TSHR-expressing cells, TSH-stimulated cAMP HTRF, 2 h; active compounds read low. P16473. AID 504810. 330,000 compounds, 0.2% hits. activity change, negative = inhibition, % at 11.5 µM;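 active = activity change below a set negative limit, meaning inhibition stronger than a set level, cut at about -70% in these data; inconclusive = activity change between two set negative limits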; note: % is set by controls: 0 for no effect and ±100 for the full control effect
Target sequence (P16473 whole entry, looked up): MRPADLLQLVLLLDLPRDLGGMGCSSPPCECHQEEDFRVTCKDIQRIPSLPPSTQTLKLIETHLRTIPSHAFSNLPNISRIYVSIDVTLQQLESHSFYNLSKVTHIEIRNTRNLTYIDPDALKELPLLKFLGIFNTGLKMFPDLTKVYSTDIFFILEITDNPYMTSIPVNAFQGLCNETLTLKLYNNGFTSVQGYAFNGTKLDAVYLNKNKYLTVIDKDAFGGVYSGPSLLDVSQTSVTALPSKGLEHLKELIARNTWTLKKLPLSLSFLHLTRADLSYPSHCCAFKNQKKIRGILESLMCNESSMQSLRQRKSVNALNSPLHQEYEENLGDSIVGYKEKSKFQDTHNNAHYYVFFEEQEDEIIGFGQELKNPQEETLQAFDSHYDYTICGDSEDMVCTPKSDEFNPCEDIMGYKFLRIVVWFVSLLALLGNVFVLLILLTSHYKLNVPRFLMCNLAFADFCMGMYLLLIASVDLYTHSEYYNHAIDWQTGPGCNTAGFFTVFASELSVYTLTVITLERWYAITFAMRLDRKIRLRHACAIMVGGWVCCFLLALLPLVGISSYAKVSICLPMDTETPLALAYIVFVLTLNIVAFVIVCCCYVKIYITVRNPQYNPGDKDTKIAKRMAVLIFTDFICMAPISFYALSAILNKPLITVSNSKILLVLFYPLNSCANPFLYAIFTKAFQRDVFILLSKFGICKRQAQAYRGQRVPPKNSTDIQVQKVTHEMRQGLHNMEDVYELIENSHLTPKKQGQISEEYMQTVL
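Antagonism was scored as loss of TSH-driven cAMP in TSHR cells, stimulated with 4nM TSH (EC80) for 2 hours at 37 deg C and detected by homogeneous HTRF competition immunoassay.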
TRPV1 agonist: agonists of human vanilloid receptor 1 (TRPV1). Q8NER1. activation, % at 8.33 µM. 320,000 compounds, 0.19% hits. TRPV1-expressing cells, Fluo-8 calcium influx, agonist mode; in the data active = activation above about 80%; inconclusive = between about 30% and that limit; note: 0% is about no effect
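TRPV1-expressing cells were cultured overnight at 35.5C and loaded with Fluo-8 calcium dye for 40 to 90 min at room temperature. After a 10 s baseline, compound was added and calcium influx was read kinetically for 3 min (ex 480/em 520 nm).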
Mito fusion act: mitochondrial division inhibition or fusion activation; S. cerevisiae fusion-defective mutant growth rescue, CellTiterGlo 48 h; 320,000 compounds, 0.23% hits; AID 485298; Potency, µM (highest dose often 46.1 µM), for inactives: at the top dose growth rescue (activation), usual class: activators;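 note: potency is the fitted concentration of half-maximal effect; % of control where 0% means no effect; nearly all actives have a fitted effect of over 45% in size; temperature-sensitive fusion mutants such as fzo1-1 at 37 °C on non-fermentable ethanol glycerol medium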
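Yeast fusion mutant, YPEG (non-fermentable carbon), compound, 48 h at 37C non-permissive; CellTiterGlo added, 10 min RT, luminescence read. Rescued growth = division inhibition.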
* marks the source's active call; other numbers are inactive results; ? = inconclusive; / = no result given; [ ] = another dose, or the depositor's remark. Unless noted, calls come from the whole dose curve; as a rule, active = well fitted curve in the direction sought with a large enough effect; inconclusive = small, poorly fitted or top-dose-only effect, or another doubt; inactive = no such curve, though single readings can be large; an effect the other way counts as inactive or inconclusive.

SMILES | hERG WT inh | USP2a block | A-T KAP1 phos | Eya2 phos inh | ELG1 DNA repair | TCR activator | KCNH2 3.1 block | TSHR antagonist | TRPV1 agonist | Mito fusion act
COc1ccc(/C=N/NC(=O)C(=O)N2CCCC2)cc1 | -4 | 0% | -3% | 6% | ? | 5% | 5 | 1 | -2 | 1%
Cc1csc(NC(=O)c2cc3c(s2)-c2ccccc2OC3)n1 | 4 | 5% | 24% | -1% | ? | -1%[46.1 µM] | 7 | -12 | -6 | 8%
COc1ccc(/C=C(\NC(=O)c2ccc(OC)cc2)C(=O)Nc2cccc(C(=O)O)c2)cc1 | -4 | -2% | -3% | 14% | 15% | 2% | 1 | 7 | -2 | 2%
COc1ccc(S(=O)(=O)N2CCC(C(=O)NCCc3ccc4c(c3)OCO4)CC2)cc1 | -8 | -3% | 1% | 4% | -16% | -1% | -3 | 10 | 12 | 0%
O=S(=O)(Nc1ccc2oc(-c3ccccc3)nc2c1)c1ccccc1 | -12 | -11% | 5% | -21% | ? | 0% | 17 | 10 | 5 | 6%
N/C(COc1cccc(C(F)(F)F)c1)=N\NC(=O)c1cccnc1Oc1ccccc1 | 11 | 3% | -2% | 21% | -19% | -4% | -14 | 5 | -1 | -9%
CC1CN(Cc2ccc(C#N)cc2Cl)CC(C)O1 (centres undefined) | -17 | 0% | 11% | 6% | 1% | 5% | -10 | 1 | -3 | 2%
CCCN(CCC)S(=O)(=O)c1ccc(C(=O)Nc2ccc(OCC(=O)N3CCOCC3)cc2)cc1 | -1 | -1% | 0% | 10% | ? | -3% | -3 | 2 | 2 | 1%
CC1=CC(C)C(COC(=O)CN2CCCCC2)C(C)C1 (centres undefined) | -1 | 0% | 0% | 14% | -5% | -4% | -3 | 8 | / | 3%
COc1cc(O)c2c(c1)COC2=O | -1 | 2% | -14% | 12% | 7% | -1%[46.1 µM] | 13 | 5 | 3 | 3%
CCC(Sc1ncccn1)C(=O)Nc1cc(C)on1 (centres undefined) | -7 | -2% | / | 4% | 3% | 0%[46.1 µM] | -4 | 5 | 0 | -2%
CCc1c(C)nc2ncnn2c1N1CCCC(C(=O)Nc2cc(F)ccc2C)C1 (centres undefined) | 2 | 2% | 5% | -5% | -15% | -2% | -2 | 3 | -2 | -4%
O=Cc1ccc(OCc2cccc(C(F)(F)F)c2)cc1O | -34 | 4% | 25% | 22% | 8% | / | 2 | -6 | 6 | 2%
CCN(CC)CCN1C(=O)c2oc3ccc(F)cc3c(=O)c2C1c1ccncc1 (centres undefined) | 2 | 3% | -51%[inhibitor] | 1% | -2% | 0% | 51 | 5 | -3 | -18%
COc1cccc(Nc2nnc(SCC(=O)N3CC(=O)Nc4ccccc43)s2)c1 | 5 | 2% | 5% | -17% | -27% | -70% | 12 | 5 | -2 | -5%
CCN1C(=O)/C(=C\c2ccncc2)SC1=S | 0 | 0% | 36% | 10% | 3% | 4% | 6 | -3 | 4 | -7%
CCN(CC)C(=O)Oc1ccc(Cl)c2ccccc12 | -3 | 2% | 10% | 0% | 16% | / | -15 | -12 | 1 | -5%
O=C(Nc1ccccc1Cl)c1cc(S(=O)(=O)N2CCCC(C(=O)O)C2)ccc1F (centres undefined) | -15 | 2% | / | 4% | -1% | 1% | 6 | 6 | 1 | ?
CSc1nc(Oc2ccc(Cl)cc2)c2sccc2n1 | 2 | 2% | 8% | -3% | -3% | 3% | 2 | -2 | 5 | -5%
CCCS(=O)(=O)N1CCC(C(=O)NCCc2ccc(OC)c(OC)c2)CC1 | 5 | 0% | -1% | 14% | 11% | 0% | 2 | -6 | 5 | 2%
Cc1oc2c(CN3CCOCC3)c(O)ccc2c(=O)c1-c1ccccc1 | 1 | 3% | -2% | -18% | -1% | 0% | 6 | 24 | -1 | 4%
Cc1cc(NC(=O)CCC(=O)N(CC(=O)NC2CCCC2)c2ccc(C)c(F)c2)no1 | -4 | 0% | 17% | 13% | 0% | 4% | 11 | -7 | 4 | 2%
Cc1ccc(C(=O)N/C(=C/c2ccco2)C(=O)NCCc2c[nH]c3ccccc23)cc1 | 1 | 2% | 3% | -3% | -25% | 0%[46.1 µM] | 6 | 6 | -1 | 1%
CC(=O)N1CCC(C(=O)OCc2ccccc2F)(c2ccccc2)CC1 | -1 | 3% | -4% | 0% | 8% | 9% | -6 | -24 | ? | ?
NC(=O)CC[C@H](NC(=O)c1ccc(Cl)cc1)C(=O)NNC(=O)COc1cccc(Br)c1 | 1 | 0% | 3% | -10% | -3% | -1% | 13 | -15 | / | /
O=C(Nc1cccc(S(=O)(=O)N2CCCC2)c1)C1CCCN1C(=O)c1cccs1 (centres undefined) | -2 | 1% | 5% | 17% | 18% | 0% | 3 | 9 | 1 | -2%
Cc1ccc(C2CC(=O)Oc3cc(O)ccc32)cc1 (centres undefined) | 1 | 1% | -12% | 5% | 16% | -1% | 6 | 0 | 0 | 4%
O=C(CSc1ccsc1[N+](=O)[O-])N1CCCCCC1 | 6 | 0% | -1% | -1% | ? | -4% | 8 | -4 | 4 | 10%
Cc1cccn2c(=O)c3cc(C(=O)N4COCC4(C)C)sc3nc12 | 6 | 2% | 5% | -19% | ? | -1% | 5 | 3 | 12 | 0%
CSc1ccc(CNC(=O)c2ccc(NC(=O)C3=CSCCO3)cc2)cc1 | 7 | 1% | 12% | 0% | ? | 7% | -10 | 18 | 2 | 1%
CN(C)/C=C1\C(=O)N(c2ccc(Oc3ccccc3)cc2)CS1=O (centres undefined) | 7 | 0% | 1% | ? | ? | 1% | 10 | -6 | -4 | 0%
Cc1[nH]n(-c2ccccc2)c(=O)c1C=NC1CCCCC1 | 10 | 1% | -2% | 0% | 26% | 4% | 14 | -9 | 8 | -5%
CN(C)CCN1C(=O)C(=O)/C(=C(/O)c2ccc(S(=O)(=O)N3CCOCC3)cc2)C1c1ccc(Br)cc1 (centres undefined) | -7 | 0% | 10% | 6% | 7% | -3% | 6 | 37 | -2 | 0%
O=C(CS(=O)Cc1ccccc1Cl)Nc1ccccc1Cl (centres undefined) | -2 | 4% | -2% | 5% | -12% | 0% | 3 | -16 | 2 | -2%
O=C(/C=C/c1ccc2c(c1)OCO2)Nc1ccc(Cl)cn1 | -4 | 2% | 11% | -1% | ? | -4% | -17 | 0 | 3 | -5%
Cc1cccc(OCc2nnc(SCC(=O)N3CCc4ccccc43)n2C)c1 | -21 | 0% | 0% | 32% | -11% | 10% | -1 | -1 | 1 | -5%
CCOC(=O)N1CCN(C(=O)COc2ccc(S(=O)(=O)Nc3ccc(OCC)cc3)cc2)CC1 | 0 | -2% | 7% | 3% | ? | 3% | -15 | -13 | 8 | 2%
COc1ccccc1C(=O)OCc1c(-c2ccccc2)ncc2ccccc12 | -5 | -10% | 10% | 11% | 16µM* | 10% | -22 | 36 | / | /
COC(=O)c1ccccc1NC(=O)NCc1cccnc1 | -8 | 0% | -10% | 4% | -3% | 2% | 2 | 3 | 6 | -9%
CC(C)(C)c1ccc(/C=C2\Oc3cc(OC(=O)N4CCOCC4)ccc3C2=O)cc1 | 0 | 1% | -6% | -3% | 0% | -2%[46.1 µM] | -15 | 18 | -7 | -1%
CCCC[C@@H]1C=C(C(=O)O)[C@H](c2ccc(Cl)c(Cl)c2)N1S(=O)(=O)c1ccc(C)cc1 | -9 | -8% | 16% | -2% | 2% | -2% | 0 | 2 | / | /
Cc1[nH][nH]c(=O)c1C(c1c(C)[nH][nH]c1=O)c1cn(C)c2ccccc12 | -6 | -2% | -16% | 2% | 1% | 8% | 24 | 3 | -5 | 0%
O=C(CCC(=O)c1cccs1)NCc1cccc(Cl)c1 | -6 | 3% | -5% | -4% | 16% | 1% | -5 | 6 | 9 | -5%
CC1CCN(C(c2cc3cc4c(cc3[nH]c2=O)OCO4)c2nnnn2CC2CCCO2)CC1 (centres undefined) | / | 4% | 1% | 3%[15.4 µM] | 0% | / | -1 | -10 | -2 | 3%
CCOC(=O)c1ccc(NC(=O)CN(C)S(=O)(=O)c2ccc(Br)s2)cc1 | -1 | 1% | 11% | 5% | 26µM* | -1% | 6 | -9 | 20 | ?
COc1cccc(C(=O)Nn2c(-c3cccs3)nc3ccccc3c2=O)c1OC | 7 | -1% | 6% | 4% | ? | 0%[46.1 µM] | 2 | -8 | 6 | 2%
O=C(NCCN1CCOCC1)/C(=C\c1ccc(Br)cc1)NC(=O)c1cccs1 | -20 | 6% | -5% | 1% | 14% | -2%[46.1 µM] | -43 | 10 | 0 | -2%

Among those listed so far, these have a CF3 group.
SMILES | hERG WT inh | USP2a block | A-T KAP1 phos | Eya2 phos inh | ELG1 DNA repair | TCR activator | KCNH2 3.1 block | TSHR antagonist | TRPV1 agonist | Mito fusion act
N/C(COc1cccc(C(F)(F)F)c1)=N\NC(=O)c1cccnc1Oc1ccccc1 | 11 | 3% | -2% | 21% | -19% | -4% | -14 | 5 | -1 | -9%
O=Cc1ccc(OCc2cccc(C(F)(F)F)c2)cc1O | -34 | 4% | 25% | 22% | 8% | / | 2 | -6 | 6 | 2%

Not all compounds are listed. The share of hits here may be higher or lower than overall.
